Rac1 wt GTP bind: alters GTP binding to wildtype human Rac1 | P63000 | AID 757 | 0.27% of 190,000 active | GST-Rac1 beads, fluorescent GTP binding, flow cytometry; actives lie on both sides; 0 = cold GTP competed, 100 = untreated | GTP binding activity (% of control), % at 10 µM;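 active means GTP binding activity at least 20 points away from the 100% control level, either lower or higher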
HRas wt GTP: changes GTP binding to wildtype human HRas | AID 759 | P01112 | 0.14% of 190,000 active | GTP binding activity, % at 10 µM | GST-Ras wt beads, Bodipy-FL-GTP binding, flow cytometry; actives lie on both sides;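 active means GTP binding activity at least 20% away from the 100% baseline, either lowered as inhibitor or raised as activator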;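 further: 0% = unlabeled GTP competition control and 100% = no-compound control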
Target sequence (P01112 whole entry, looked up): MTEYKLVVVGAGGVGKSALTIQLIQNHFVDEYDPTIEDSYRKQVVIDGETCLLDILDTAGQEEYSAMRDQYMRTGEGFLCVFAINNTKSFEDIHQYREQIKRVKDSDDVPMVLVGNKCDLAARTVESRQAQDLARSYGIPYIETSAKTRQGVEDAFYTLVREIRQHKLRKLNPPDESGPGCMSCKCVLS
Mcl1 Noxa PPI: disrupts binding of human Mcl-1 to Noxa peptide | Q07820 | inhibition, % at 21.7 µM | TR-FRET Mcl-1/Noxa peptide binding, 2 h | AID 1022 | 1.5% of 220,000 active;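 active means compounds that cut the protein-peptide binding signal by more than 50% relative to plate controls in a single-dose test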;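 further: His-tagged Mcl-1 with rhodamine Noxa BH3 peptide and terbium anti-His antibody; 0% = Mcl-1 plus Noxa peptide wells and 100% = peptide-only wells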
Target sequence (Q07820 whole entry, looked up): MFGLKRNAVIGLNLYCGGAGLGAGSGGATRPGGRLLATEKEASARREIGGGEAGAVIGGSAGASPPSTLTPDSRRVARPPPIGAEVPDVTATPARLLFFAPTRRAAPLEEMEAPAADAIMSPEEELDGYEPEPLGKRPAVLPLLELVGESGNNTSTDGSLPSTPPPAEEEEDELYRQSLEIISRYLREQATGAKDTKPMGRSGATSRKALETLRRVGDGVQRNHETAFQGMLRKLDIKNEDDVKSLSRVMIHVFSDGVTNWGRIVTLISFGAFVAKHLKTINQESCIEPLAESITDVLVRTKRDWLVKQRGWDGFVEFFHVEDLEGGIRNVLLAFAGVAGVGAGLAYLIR
Rab2 wt GTP: changes GTP binding to wildtype dog Rab2A, up or down; GST-Rab2 wt beads, Bodipy-GTP binding, flow cytometry; GTP binding activity, % at 10 µM; 0.19% of 190,000 active; AID 760;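 active means GTP binding activity at least 20 points away from 100%, either lowered or raised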;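 further: 0% = beads with excess unlabeled GTP and 100% = no-compound control corrected for plate trend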
Rac1 act GTP bind: alters GTP binding to activated mutant human Rac1 | percent activity (GTP binding), % at 10 µM | 0.11% of 190,000 active | P63000 | GST-Rac1 activated beads, fluorescent GTP binding, flow cytometry; actives lie on both sides; 100% means binding = to untreated wells;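 active means GTP binding at least 20 percentage points away from the 100% baseline, in either direction, so actives lie on both sides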
Cdc42 wt GTP: human Cdc42 wildtype GTP binding change, either direction; percent activity (GTP binding), % at 10 µM; 0.2% of 190,000 active; P60953; GST-Cdc42 beads, Bodipy-GTP binding, flow cytometry; actives lie on both sides; AID 761;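 active means percent activity GTP binding at least 20 points away from the 100% baseline, either down as inhibitor or up as activator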;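 further: median bead fluorescence of bound Bodipy-FL-GTP at 100 nM; 0% = excess unlabeled GTP control and 100% = no compound control; below 100% means less GTP binding so inhibitor and above means activator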
Target sequence (P60953 whole entry, looked up): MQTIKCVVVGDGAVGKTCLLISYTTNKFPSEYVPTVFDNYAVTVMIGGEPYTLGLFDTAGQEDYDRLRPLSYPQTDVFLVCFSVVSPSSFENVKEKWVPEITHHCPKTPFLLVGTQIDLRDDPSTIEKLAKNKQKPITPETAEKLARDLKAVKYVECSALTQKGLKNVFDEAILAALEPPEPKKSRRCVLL
Bim-Mcl-1: disrupts Bim peptide binding to human Mcl-1 | 0.1% of 190,000 active | inhibition, % at 10 µM | Q07820 | Bead-based flow cytometry, Bim peptide-Mcl-1 binding | AID 1009; in the data active means inhibition above about 40%;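 further: 0% = no compound tracer wells and 100% = peptide blocker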
Pf gamet viab: kills late stage P. falciparum gametocytes; P. falciparum stage V gametocytes, ATP luminescence, 24 h; inhibition, % at 10.9 µM; 0.065% of 150,000 active; AID 743093;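 active means inhibition above the mean plus 3 SD of compounds within the control limits, set per campaign, cut at about 38% in these data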;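 further: 0% = DMSO wells and 100% = medium only without gametocytes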
Avidin fluor: avidin bead compound fluorescence profile. Avidin beads, compound fluorescence 488/530 nm, flow cytometry; hits give high values. fluorescence (KMESF) at 10 µM. 0.38% of 220,000 active. AID 1775; in the data active means fluorescence above about 47; further: inactives centre near 10
Rab7 wt GTP bind: alters GTP binding to wildtype dog Rab7; GST-Rab7 beads, fluorescent GTP binding, flow cytometry; actives lie on both sides; untreated = 100%, excess cold GTP = 0%; GTP binding activity (percent of control), % at 10 µM; 0.055% of 190,000 active; AID 758;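 active means fluorescent GTP binding to Rab7 beads changed by at least 20 points from the 100% baseline, either direction, mostly lower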;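 further: median green fluorescence of bound Bodipy-FL-GTP per Rab7 bead population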
Mcl1 Bid PPI: disrupts binding of human Mcl-1 to Bid peptide. Q07820. TR-FRET Mcl-1/Bid-Dy647 peptide binding, 1536-well. inhibition, % at 21.7 µM. 0.97% of 220,000 active. AID 1021;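 active means compounds that cut the binding signal by more than half at the single screening dose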;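 further: His-tagged Mcl-1 with europium anti-His antibody binding Bid BH3 peptide; 0% = Mcl-1 plus peptide wells and 100% = peptide-only wells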
An asterisk follows results filed as active; · = no result given.

SMILES	Rac1 wt GTP bind	HRas wt GTP	Mcl1 Noxa PPI	Rab2 wt GTP	Rac1 act GTP bind	Cdc42 wt GTP	Bim-Mcl-1	Pf gamet viab	Avidin fluor	Rab7 wt GTP bind	Mcl1 Bid PPI
CCN(CC)S(=O)(=O)c1ccc(OC)c(NC(=O)c2cc([N+](=O)[O-])ccc2Cl)c1	104.0	97.0	29.0	93.0	97.0	98.0	-3.0	·	12	97.0	13.4
O=C(CN1CCN(c2ccccc2F)CC1)Nc1nnc(C(F)(F)F)s1	95.0	96.0	13.3	96.0	93.0	97.0	0.0	·	10	100.0	-35.6
CC(C)(CO)N=Cc1c(O)[nH]c2ccccc12	104.0	102.0	0.3	101.0	101.0	101.0	-4.0	·	7	100.0	-41.7
COc1cccc(NC(=S)/C(=C(\[O-])c2ccc([N+](=O)[O-])cc2)[n+]2ccccc2)c1	96.0	99.0	-4.5	97.0	95.0	96.0	3.0	7.8	22	105.0	-46.1
CCSC1=C(C#N)C(c2ccc(Cl)cc2)C2=C(CCCC2=O)N1 (configuration not stated)	101.0	98.0	22.3	97.0	97.0	97.0	-1.0	12.4	9	95.0	24.3
Cc1ccc(-c2cc(C(=O)n3cnc4ccccc43)c3ccccc3n2)cc1C	103.0	97.0	14.8	93.0	97.0	95.0	-1.0	4.2	6	95.0	-6.8
COc1ccc2sc(N3C(=O)CC(Cc4cccc(C)c4)C3=O)nc2c1 (configuration not stated)	100.0	97.0	9.7	98.0	95.0	98.0	-2.0	16.1	35	97.0	-3.8
COc1ccc(CCN(Cc2cc3ccc(C)cc3n3nnnc23)C(C)=O)cc1OC	95.0	94.0	15.6	96.0	94.0	94.0	-2.0	19.6	11	91.0	-17.1
CC/C(=N/O)C(=O)c1ccc(Br)cc1	101.0	99.0	4.4	101.0	99.0	98.0	0.0	-1.3	25	105.0	-31.0
COc1ccc(C(=O)Nc2sc3c(c2C#N)CCN(C(C)=O)C3)cc1	103.0	105.0	9.6	104.0	100.0	105.0	-2.0	2.6	24	105.0	-33.9
Oc1ccc(N2CCN(Cc3ccc(OCCCN4CCCCC4)cc3)CC2)cc1	102.0	97.0	36.7	96.0	97.0	95.0	0.0	·	9	97.0	-43.2
CCCCn1c(O)c(/C=C2\C=NN=C2c2ccccc2)sc1=S	102.0	100.0	7.5	101.0	99.0	101.0	-4.0	·	8	101.0	-1.3
CC(=O)N(Cc1ccco1)C1(C(=O)NC2CCCC2)CCCCC1	105.0	100.0	-0.9	98.0	102.0	103.0	-3.0	·	16	96.0	-38.5
Cc1nn(C(C)C(=O)NCc2cccs2)c(C)c1[N+](=O)[O-] (configuration not stated)	99.0	94.0	11.1	90.0	95.0	95.0	0.0	-22.0	9	92.0	-5.1
O=C(COC(=O)C1(c2ccc(Cl)cc2)CCCC1)NC1CCS(=O)(=O)C1 (configuration not stated)	106.0	105.0	-5.1	106.0	102.0	108.0	-2.0	·	11	103.0	1.0
CC1(C)CC(=O)c2c(O)c(-c3ccccc3)c(=O)n(-c3ccccc3)c2C1	105.0	103.0	2.2	101.0	102.0	102.0	-1.0	·	7	98.0	-18.2
CCN(CC)c1ccc(C(=S)NCc2ccccc2)cc1	105.0	96.0	13.9	97.0	96.0	97.0	-5.0	1.2	8	95.0	-53.8
O=C(O)c1nn2c(c1Br)NC(c1ccccc1)CC2C(F)(F)F (configuration not stated)	98.0	100.0	-1.4	97.0	95.0	103.0	-2.0	·	26	96.0	-37.1
Cc1ccc(NC(=S)NNC(=O)Cn2nc([N+](=O)[O-])cc2C)cc1	107.0	101.0	-19.3	100.0	102.0	102.0	-1.0	·	9	100.0	-149.3
Cc1ccc(NC(=O)CSc2ncccn2)cc1F	106.0	101.0	6.3	104.0	95.0	102.0	2.0	-16.6	9	109.0	-1.5
CCOc1ccc(NC(=O)C2CC(=O)OC2c2ccccc2)cc1 (configuration not stated)	99.0	95.0	2.2	94.0	96.0	97.0	-1.0	7.3	13	92.0	-24.7
COc1nc(-c2ccc(C)cc2)ccc1-c1noc(-c2ccco2)n1	96.0	96.0	·	96.0	95.0	97.0	6.0	2.2	8	95.0	·
CCOC(=O)c1[nH]nc(C(=O)c2ccc(Br)cc2)c1O	97.0	97.0	9.2	96.0	93.0	96.0	-1.0	2.8	10	96.0	-115.0
S=c1[nH]nc(-c2ccncc2)n1/N=C/c1cccc2ccccc12	99.0	97.0	33.8	95.0	96.0	96.0	-8.0	-16.3	3	98.0	0.6
COc1cccc(NC(=O)C2CCCN2C(=O)OCc2ccccc2)c1 (configuration not stated)	98.0	97.0	-1.1	96.0	96.0	98.0	-3.0	·	16	98.0	-22.0
CN(C)c1ccc(NC(=S)NC(=O)/C=C/c2ccc(Cl)cc2)cc1	92.0	99.0	8.5	97.0	93.0	98.0	-5.0	20.1	32	100.0	-28.8
COc1ccc(C(=O)NN=C(Cc2ccccc2)Cc2ccccc2)cc1OC	97.0	94.0	8.5	95.0	97.0	90.0	1.0	-11.5	12	91.0	-4.6
CCN(CC)S(=O)(=O)c1ccc2nnn(O)c2c1	98.0	99.0	15.1	99.0	97.0	95.0	0.0	-7.2	8	97.0	7.5
Cc1ccc(NC(=O)c2oc(=O)c3ccccc3c2-c2ccccc2)c(C)c1	105.0	99.0	11.3	98.0	97.0	96.0	0.0	-9.6	8	100.0	-16.8
O=C1c2ccccc2C(=O)N1Cc1cc(-c2ccccc2)no1	101.0	100.0	14.1	99.0	98.0	100.0	0.0	·	27	96.0	-1.0
Oc1cc2c(cc1CN1CCN(c3cccc(C(F)(F)F)c3)CC1)CCC2	99.0	99.0	-6.4	97.0	98.0	100.0	-2.0	·	11	97.0	-14.1
Clc1ccc(OCCn2ccnc2)c(Br)c1	98.0	103.0	9.3	100.0	97.0	101.0	-2.0	1.7	18	99.0	-15.1
COc1cc(OC)c(NC(=O)c2ccc3c(SCC(=O)O)c4c(nc3c2)CCCC4)cc1Cl	88.0	87.0	40.2	86.0	85.0	89.0	-1.0	-8.6	10	94.0	-7.0
Cc1ccc(S(=O)(=O)N2CCC(C(=O)N3CCC(C(=O)NCc4cccnc4)CC3)CC2)cc1	101.0	100.0	4.6	102.0	99.0	102.0	-3.0	2.2	20	102.0	-9.3
COc1ccccc1NC(=O)CC1Nc2ccccc2NC1=O (configuration not stated)	92.0	91.0	2.6	90.0	94.0	90.0	-3.0	-13.2	22	95.0	-19.8
CC1Oc2ccccc2N(CC(=O)Nc2ccc3c(c2)OCO3)C1=O (configuration not stated)	99.0	100.0	4.5	97.0	98.0	100.0	1.0	-11.2	5	98.0	-40.4
COc1ccc(CCNC(=O)COC(=O)Cc2cccc3ccccc23)cc1	96.0	96.0	83.1*	90.0	95.0	93.0	-6.0	2.7	4	99.0	-5.4
CCOC(=O)CSCc1c(C#N)c2ccccc2n1C	104.0	100.0	0.9	102.0	103.0	103.0	-1.0	0.3	17	97.0	-8.3
O=S1(=O)CCN(OCc2ccc(Cl)cc2)CC1	100.0	98.0	0.1	99.0	95.0	99.0	-6.0	-10.7	9	96.0	9.7
CC(NC(=O)C(=O)N/N=C\c1cccc([N+](=O)[O-])c1)c1ccccc1 (configuration not stated)	101.0	99.0	7.7	97.0	97.0	98.0	-1.0	-7.9	12	102.0	-3.2
Cc1cccc(N2CN=c3s/c(=C\c4ccncc4)c(=O)n3C2)c1	101.0	97.0	1.2	94.0	97.0	95.0	-3.0	·	20	94.0	-16.4
O=C(CN1C(=O)CSCC1=O)NCc1ccc(F)cc1	102.0	101.0	5.5	100.0	101.0	100.0	-1.0	4.6	17	101.0	-16.6
CCn1ccnc1CN(C)Cc1nc(-c2cccc(Cl)c2)no1	99.0	98.0	-0.1	100.0	95.0	96.0	-2.0	30.7	1	106.0	-14.2
CCOC(=O)Nc1ccc(=O)n(Cc2c(Cl)cccc2Cl)c1	103.0	100.0	14.0	99.0	97.0	100.0	-8.0	-15.4	11	99.0	-2.8
N/C(Cc1ccc([N+](=O)[O-])cc1)=N\OC(=O)c1ccc2ccccc2c1	104.0	101.0	8.1	99.0	98.0	99.0	0.0	·	8	103.0	46.1
COc1cccc(NC(=O)N(C2CCCCC2)C(C)c2cccs2)c1 (configuration not stated)	100.0	100.0	1.8	100.0	100.0	101.0	-2.0	-12.7	12	99.0	-19.4
Cc1c(N=C2NC(=O)/C(=C/c3cccc([N+](=O)[O-])c3)S2)c(=O)n(-c2ccccc2)n1C	101.0	99.0	17.7	98.0	100.0	98.0	-1.0	·	13	98.0	-20.9
CCCc1nc(Nc2nc3ccccc3o2)nc(C)c1C(=O)OCC	100.0	99.0	-2.4	98.0	98.0	99.0	-1.0	-28.6	17	99.0	-14.5
COc1cc(NS(=O)(=O)c2ccc(NC(=S)NC(=O)c3ccco3)cc2)ncn1	95.0	96.0	-0.3	96.0	89.0	95.0	0.0	-2.7	12	102.0	-37.0
CCN(CC)S(=O)(=O)c1ccc2c(c1)nc(SCC(=O)NC1CC1)n2-c1ccccc1OC	94.0	98.0	17.9	94.0	95.0	96.0	-1.0	·	8	94.0	-15.1
CCOc1ccc(-c2nnc(NC3=NCCCCC3)o2)cc1	98.0	98.0	-2.6	97.0	97.0	100.0	0.0	·	3	95.0	-23.5
Cc1ccnc(NC(=O)C(C)N2C(=O)c3ccccc3C2=O)c1 (configuration not stated)	99.0	99.0	13.9	101.0	97.0	97.0	1.0	·	10	101.0	-18.2
Cc1ccc(C2C(C(=O)c3sc(C)nc3C)=C(O)C(=O)N2CCN2CCOCC2)o1 (configuration not stated)	100.0	101.0	13.0	100.0	97.0	99.0	-2.0	·	9	102.0	-20.3
Cc1ccc(-n2c(-c3ccncc3)n[nH]c2=S)cc1	84.0	83.0	10.8	88.0	82.0	83.0	-4.0	-13.2	18	90.0	-39.3

Record cards (already shown). Values in the order: Rac1 wt GTP bind, HRas wt GTP, Mcl1 Noxa PPI, Rab2 wt GTP, Rac1 act GTP bind, Cdc42 wt GTP, Bim-Mcl-1, Pf gamet viab, Avidin fluor, Rab7 wt GTP bind, Mcl1 Bid PPI
`CCOc1ccc(-c2nnc(NC3=NCCCCC3)o2)cc1` across the screens: 98.0, 98.0, -2.6, 97.0, 97.0, 100.0, 0.0, ·, 3, 95.0, -23.5
`Cc1ccnc(NC(=O)C(C)N2C(=O)c3ccccc3C2=O)c1` (configuration not stated) across the screens: 99.0, 99.0, 13.9, 101.0, 97.0, 97.0, 1.0, ·, 10, 101.0, -18.2
`CCN(CC)S(=O)(=O)c1ccc2c(c1)nc(SCC(=O)NC1CC1)n2-c1ccccc1OC` across the screens: 94.0, 98.0, 17.9, 94.0, 95.0, 96.0, -1.0, ·, 8, 94.0, -15.1
